# Assay outcomes deposited in PubChem BioAssay by Sanford-Burnham Center for Chemical Genomics.
# MPTP inh – inhibitors of mitochondrial permeability transition pore. hit rate 1.4% among 360,000. isolated mouse mitochondria, Ca2+ swelling absorbance, 30 min. inhibition, % at 10 µM;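 active = inhibition of 50% or more, scaled per plate between neutral and stimulator controls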;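 note: 0% = DMSO wells given calcium and 100% = 1 mM EGTA wells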
# hIAP inh – blocks human intestinal alkaline phosphatase; P09923; purified IAP, CDP-Star luminescence, 30 min; inhibition, % at 10 µM; hit rate 0.12% among 330,000; AID 2544;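 active = inhibition reaching a set limit with compound at 10 µM in the primary screen, cut at about 35% in these data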;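 note: plate controls were DMSO wells with enzyme for no effect and no-enzyme buffer wells for full effect; values of inactives mirror those of a sister screen read the other way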
# Target sequence (P09923 whole entry, looked up): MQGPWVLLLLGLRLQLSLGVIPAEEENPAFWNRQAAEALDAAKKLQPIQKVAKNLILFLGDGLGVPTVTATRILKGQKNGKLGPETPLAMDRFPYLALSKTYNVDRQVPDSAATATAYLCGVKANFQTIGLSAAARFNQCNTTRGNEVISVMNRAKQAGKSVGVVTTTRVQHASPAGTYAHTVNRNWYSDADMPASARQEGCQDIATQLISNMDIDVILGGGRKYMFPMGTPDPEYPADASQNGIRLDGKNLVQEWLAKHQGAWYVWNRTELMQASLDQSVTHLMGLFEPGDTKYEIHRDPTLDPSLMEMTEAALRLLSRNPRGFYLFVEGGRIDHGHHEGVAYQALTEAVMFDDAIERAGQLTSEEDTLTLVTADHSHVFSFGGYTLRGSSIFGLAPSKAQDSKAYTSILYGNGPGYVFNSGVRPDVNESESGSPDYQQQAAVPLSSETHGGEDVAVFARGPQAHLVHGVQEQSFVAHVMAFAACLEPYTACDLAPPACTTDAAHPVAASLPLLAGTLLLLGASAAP
# APOBEC3G inh – APOBEC3G (human) deaminase inhibition | recombinant A3G, ssDNA deamination FAM/TAMRA fluorescence | inhibition, % at 20 µM | hit rate 0.28% among 330,000 | Q9HC16;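 active = inhibition of at least 40% at 20 µM, with no more than 30% in the related APOBEC3A deaminase screen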;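 note: plate controls were DMSO wells with A3G for no effect and wells lacking A3G enzyme for full effect; some compounds called inactive have numbers as strong as hits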
# mIAP inh – blocks mouse intestinal alkaline phosphatase; purified mouse IAP, CDP-Star luminescence, 30 min; inhibition, % at 10 µM; hit rate 0.2% among 330,000; AID 2806;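 active = inhibition of at least 40% at 10 µM in the primary screen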;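 note: plate controls were DMSO with enzyme for no effect and no enzyme wells for full effect; values of inactives mirror those of a sister screen read the other way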
# hIAP activ – human IAP activation | P09923 | hit rate 0.16% among 330,000 | purified human IAP, CDP-Star luminescence, 30 min; hits give high values; 1 = vehicle-only enzyme, 0 = enzyme-free background | activation factor at 10 µM;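 active = activation factor of the enzyme at least 2-fold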; note: the source names both 10 and 20 µM as test concentration; values of inactives mirror those of a sister screen read the other way
# beta cell repl – MIN6 beta-cell proliferation induction. hit rate 0.29% among 330,000. AID 2380. MIN6 cells proliferation, ATPlite luminescence, 48 h; cells starved in 0.2% serum; 100% = growth in 10% serum. proliferation, % at 10 µM;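 active = compounds whose signal lies at least 3.5 SD above the mean of all wells on their plate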;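 note: 0% = DMSO-treated cells in low-serum medium and 100% = 10% serum control; some compounds called inactive have numbers as strong as hits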
# APOBEC3A inh – human APOBEC3A DNA deaminase inhibition | inhibition, % at 20 µM | hit rate 0.41% among 330,000 | recombinant A3A, FAM/TAMRA ssDNA deamination fluorescence | AID 493011;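 active = at least 40% inhibition at 20 µM here, with at most 30% in a related deaminase screen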;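 note: plate controls were A3A with DMSO for no effect and wells lacking A3A enzyme for full effect; some results filed as inactive read as strong as hits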
# mIAP act – increases mouse intestinal alkaline phosphatase activity; muIAP, CDP-Star luminescence, 30 min; hits give high values; 1 = vehicle-only enzyme signal, 0 = enzyme-free wells; activation factor at 10 µM; hit rate 0.24% among 330,000; AID 2805;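 active = activation factor of at least 2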; note: the source names both 10 and 20 µM as test concentration; values of inactives mirror those of a sister screen read the other way
#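 Assay system: mouse IAP enzyme; Reagent: CDP-Star chemiluminescent phosphatase substrate; Compound: DMSO-dissolved test compounds; Incubation: 30 min, room temperature; Technique: luminescence from enzymatic CDP-Star hydrolysis; Controls: DMSO-only wells and no-enzyme negative control.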
# ATG4B inh – blocks human ATG4B protease cleavage of LC3 substrate; ATG4B cleavage of LC3-PLA2, NBD-HPC fluorescence, 1 h; inhibition, % at 8.33 µM; hit rate 0.51% among 340,000; in the data active = inhibition above about 40%
# Target sequence (Q9Y4P1 whole entry, looked up): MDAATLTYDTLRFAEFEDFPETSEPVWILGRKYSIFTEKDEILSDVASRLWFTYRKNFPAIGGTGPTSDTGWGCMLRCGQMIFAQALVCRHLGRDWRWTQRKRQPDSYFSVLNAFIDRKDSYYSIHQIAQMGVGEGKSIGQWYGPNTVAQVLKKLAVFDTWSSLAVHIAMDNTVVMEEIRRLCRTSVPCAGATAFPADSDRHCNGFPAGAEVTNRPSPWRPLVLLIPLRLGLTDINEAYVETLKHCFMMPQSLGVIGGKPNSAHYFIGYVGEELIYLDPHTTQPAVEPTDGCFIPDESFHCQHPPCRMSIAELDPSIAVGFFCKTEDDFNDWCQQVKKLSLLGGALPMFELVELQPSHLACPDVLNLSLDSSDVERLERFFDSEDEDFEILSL
# Starred values were filed as active, the others as inactive; nt = not tested or not shown.
SMILES	MPTP inh	hIAP inh	APOBEC3G inh	mIAP inh	hIAP activ	beta cell repl	APOBEC3A inh	mIAP act	ATG4B inh
O=C(O)c1cc(NC(=O)c2cccc(N3C(=O)c4ccccc4C3=O)c2)cc(C(=O)O)c1	0.7	0	1	-4	1	2	5	1	-1
Cc1cc(=O)[nH]c(N2CCc3ccccc3C2)n1	-2.9	9	-3	-4	0.91	0	0	1	-4
O=C(CSc1ccccn1)NC1CCCC1	nt	15	2	0	0.85	2	5	1	nt
CN(C)c1ccc(/C=N/NC(=O)CNC(=O)/C=C/c2ccco2)cc1	0.3	17	-3	6	0.83	-3	-2	0.94	-14
Cc1ccnc(NS(=O)(=O)c2ccc(NC(=O)CN3C(=O)CCC3=O)cc2)n1	-0.6	-7	4	-9	1.1	-3	3	1.1	-4
CC(C)Cn1cnc2c1c(=O)n(CC(=O)NC(=O)NC(C)(C)C)c(=O)n2Cc1ccccc1	-0.1	-2	-11	9	1	0	-4	0.91	-8
Clc1cccc(N2CCN(Cc3nnc(-c4ccccc4)o3)CC2)c1	-1.8	3	4	1	0.97	1	2	0.99	-3
CN(C)CCCNc1nc(N)c([N+](=O)[O-])c(NC2CCCCC2)n1	-1.2	14	-8	7	0.86	1	-3	0.93	-4
CCOC(=O)C1(C)NC(c2ccco2)C2C(=O)N(c3ccccc3)C(=O)C21 (stereo not drawn)	-0.7	-2	-5	3	1	1	1	0.97	-5
Cc1ccc(-c2nnc(CSc3nncn3N)o2)cc1	-0.5	-7	8	3	1.1	-3	1	0.97	-3
Cc1nc(Cl)sc1C(=O)Nc1cccc(Cl)c1	-0.2	8	-3	-7	0.92	-3	-3	1.1	1
COC(=O)c1scc(C)c1NC(=O)C(Cl)c1ccccc1 (stereo not drawn)	1.1	2	-2	-9	0.98	2	3	1.1	-7
COc1ccc(OC)c(Cc2nnc(CCC(=O)NCc3ccsc3)o2)c1	-3.8	-24	-6	-8	1.2	-1	-2	1.1	5
O=C(CSc1nnc(CNC(=O)c2ccco2)o1)Nc1cccc(C(F)(F)F)c1	-0.4	3	-7	8	0.97	1	-6	0.92	-3
CN(CC(=O)Nc1ccc(N2CCOCC2)cc1)Cc1cc(=O)n2ccsc2n1	0.8	6	1	-1	0.94	1	-5	1	-10
O=C(CN(Cc1ccc(Cl)cc1)C(=O)CN1C(=O)COc2ccccc21)NC1CCCC1	0.2	-13	-2	-11	1.1	-4	1	1.1	4
Cc1cccc(N2CCN(C(=O)c3ccc(CNc4c(N5CCC(C)CC5)c(=O)c4=O)cc3)CC2)c1C	2.9	-12	-4	-16	1.1	-6	-4	1.2	-1
COc1cc(/C=C/c2nc3ccc([N+](=O)[O-])cc3s2)ccc1OCC(=O)O	nt	26	-3	5	0.74	-1	1	0.95	nt
CCOc1ccccc1N/C=C/C(=O)C(C)(C)C	-0.4	16	-7	7	0.84	-1	-1	0.93	2
COc1cccc(C(=O)NCc2ccco2)c1	1.0	12	-5	-5	0.88	-1	-5	1.1	9
COc1ccc(C(CNC(=O)c2cccc(NS(=O)(=O)c3ccc(C)c(F)c3)c2)N2CCCC2)cc1 (stereo not drawn)	1.2	3	-5	0	0.97	-5	-6	1	-8
COc1ccc2nc(NC(=O)c3ccc(NS(=O)(=O)c4cccs4)cc3)sc2c1	2.9	4	-2	22	0.96	0	-2	0.79	0
CC1CCc2nn(CC(=O)NCc3ccc(F)cc3)cc2C1 (stereo not drawn)	1.0	22	-4	10	0.79	4	-3	0.9	-3
CC(C)(C)C(=O)Nc1ccc(-c2nnc3n2CCCCC3)cc1	-0.3	30	12	-2	0.7	-1	8	1	-1
NC(=O)c1ccsc1NC(=O)COC(=O)Cc1c[nH]c2ccccc12	-0.2	-12	-7	5	1.1	1	1	0.95	-10
C/C(=N\Nc1nccnc1Cl)c1ccc([N+](=O)[O-])cc1	0.7	-4	2	-6	1	-2	0	1.1	-6
CC(=O)NCCn1c(SCc2cc(F)ccc2F)nc2ccccc2c1=O	2.2	-12	-7	-6	1.1	2	-2	1.1	-11
CCCOC(=O)Nc1ccccc1C(N)=O	-0.9	-16	-7	-11	1.2	-2	-6	1.1	4
COc1ccccc1C(=O)N1CCN(C(=O)COc2cccc(C)c2)CC1	-0.4	1	-4	-2	0.99	3	2	1	-3
Cn1c(NC2CCCCC2)cc(=O)n(C)c1=O	-0.7	-1	-12	2	1	6	-7	0.98	-6
CC1(C)OC(c2ccccc2)=C/C(=C/C=C2C(=O)c3ccccc3C2=O)O1	26	49*	-2	23	0.51	-3	6	0.77	-3
O=C(c1ccc(Cl)c(S(=O)(=O)N2CCOCC2)c1)N1CCN(c2ccccn2)CC1	0.9	-17	-6	3	1.2	-3	2	0.97	3
COc1ccc(/C=N/NC(=S)Nc2cccc(C(=O)O)c2)cc1OC	-0.8	3	-3	18	0.97	0	-2	0.82	-2
CCOC(=O)[C@@H]1[C@H]2COc3cc(OC)ccc3[C@@H]2N2C(=O)N(c3ccc(C)cc3)C(=O)[C@]12C	0.8	14	-5	3	0.86	-3	-3	0.97	-1
O=C1COc2ccc3ccccc3c21	1.2	8	2	-2	0.92	-2	4	1	-7
CCOC(=O)c1c(C)[nH]c(C(=O)OCC(=O)NCc2ccccc2)c1C	0.4	-8	-7	-22	1.1	-1	-2	1.2	-1
CCNC(=O)NC(=O)COC(=O)c1ccccc1SCC(=O)NC(=O)NCC	0.1	1	-2	3	0.99	-1	1	0.97	7
O=C(Nc1ccccc1Cl)c1ccc2c(c1)N(Cc1ccc(F)cc1)C(=O)CS2=O (stereo not drawn)	-0.3	19	0	10	0.81	-1	-3	0.9	-4
O=C(CN1C(=O)NC2(CCCc3ccccc32)C1=O)c1ccc(Br)cc1 (stereo not drawn)	0.1	1	-10	3	0.99	-1	1	0.97	9
N=c1c(C(=O)NC2CCCC2)cc2c(=O)n3ccccc3nc2n1C1CCCC1	4.2	2	-8	2	0.98	-1	0	0.98	0
N#Cc1ccccc1S(=O)(=O)N1CCN(C(=O)C2COc3ccccc3O2)CC1 (stereo not drawn)	0.7	-1	6	0	1	-3	21	1	-6
COc1cc(/C=N/N2CCN(Cc3ccccc3)CC2)cc(OC)c1OC(C)=O	1.5	6	-9	4	0.94	-2	-11	0.96	-1
CN(C)CCn1c(=O)n(Cc2ccccc2)c(=O)c2c3c(sc21)CCCCC3	-1.8	3	1	-6	0.97	-5	1	1.1	0
Cc1nnc(C)n1/N=C/C=C/c1ccccc1	-0.2	-3	-4	-3	1	0	-2	1	5
CC(C)N(C(=O)CC1ON(C)C(=O)N1c1ccc(Cl)cc1)C(C)C (stereo not drawn)	-0.1	-5	-8	27	1.1	1	3	0.73	-1
CCCS(=O)(=O)C(=C1NCCO1)S(=O)(=O)CCC	0.5	9	-8	1	0.91	-2	-4	0.99	9
CCNC(=S)N1CCN(CCN=CC2=C(O)CC(c3ccco3)CC2=O)CC1 (stereo not drawn)	0.3	9	-6	-7	0.91	-1	-2	1.1	-2
O=C(O)CCC(=O)NCC(=O)c1ccc(F)cc1	0.8	-9	0	-14	1.1	-3	-4	1.1	-11
O=C(Nc1ccc(CN2CCS(=O)(=O)CC2)cc1)c1ccc(F)cc1	-0.7	-12	2	-9	1.1	-3	3	1.1	-10
CN(CC(=O)Nc1ccccc1Cl)C(=O)COC(=O)CSc1ccc(F)cc1	-0.9	-5	-1	1	1.1	-2	0	0.99	6

# An excerpt from above in order of their number in hIAP inh, rising:
structure	hIAP inh
CCCOC(=O)Nc1ccccc1C(N)=O	-16
N#Cc1ccccc1S(=O)(=O)N1CCN(C(=O)C2COc3ccccc3O2)CC1 (stereo not drawn)	-1
CC1(C)OC(c2ccccc2)=C/C(=C/C=C2C(=O)c3ccccc3C2=O)O1	49*

# hIAP inh, hit marks shown above.
structure | MPTP inh | hIAP inh | APOBEC3G inh | mIAP inh | hIAP activ | APOBEC3A inh | mIAP act | ATG4B inh
CC1(C)OC(c2ccccc2)=C/C(=C/C=C2C(=O)c3ccccc3C2=O)O1 | 26 | 49* | -2 | 23 | 0.51 | 6 | 0.77 | -3

# The list continues:
SMILES	MPTP inh	hIAP inh	APOBEC3G inh	mIAP inh	hIAP activ	beta cell repl	APOBEC3A inh	mIAP act	ATG4B inh
CCc1nnc(NC(=O)CSCc2cc(=O)n3cc(C)sc3n2)s1	-0.8	-21	-3	-1	1.2	1	-3	1	7
O=C(NCCc1ccccc1)c1ccc(NC(=O)c2cccnc2)cc1	4.9	-22	1	15	1.2	0	-3	0.85	-4
COc1cc2c(C#N)c(N3CCOCC3)nc(N)c2c(N)n1	-1.0	3	-5	0	0.97	-3	-5	1	-5
CC(C)(C)NC(=O)NC(=O)CN1CCC(Cc2ccccc2)CC1	-0.3	14	-2	0	0.86	0	-2	1	-5
O=C(CN1CCN(c2ccc(F)cc2)CC1)NCc1ccc(Cl)cc1	0.0	-1	-6	6	1	0	0	0.94	-10
Cc1ccc(C(C)C)c(OCC(=O)OCC(=O)NC2CC2)c1	-0.4	4	0	0	0.96	3	2	1	-7
CCn1c(CC(=O)Nc2ccccc2F)nnc1SCC(=O)N1CCOCC1	-0.5	9	-7	0	0.91	-2	-1	1	-1
O=C(c1cc(-c2ccccc2)nc2ccccc12)N1CCCc2ccccc21	1.2	4	-9	11	0.96	-3	3	0.89	12
COC(=O)c1c(C)oc2c1cc(NS(=O)(=O)c1cccs1)c1ccccc12	0.6	-7	0	5	1.1	-2	6	0.95	-4
CCOc1ccc(NS(=O)(=O)c2cccc(C(=O)NCC3(N(C)C)CCCCC3)c2)cc1	0.9	1	-1	-7	0.99	-3	4	1.1	9
COC(=O)c1cc(COC(=O)COc2ccc(C)c(C)c2)oc1C	0.8	0	-9	-7	1	0	-2	1.1	2
CCC(CC)C(=O)Nc1c2c(nn1-c1ccc(F)cc1)CS(=O)(=O)C2	0.5	3	-3	4	0.97	-4	-2	0.95	1
O=C(COC(=O)/C=C/c1cccc(Cl)c1)Nc1ccccc1-c1ccccc1	nt	7	-5	1	0.93	0	0	0.99	nt
Cc1cc(C(=O)NNC(=O)c2nn(C)c(=O)c3ccccc23)c(C)o1	0.1	-16	-9	2	1.2	2	1	0.98	-5
COc1ccccc1NC(NC(=O)c1cccnc1)C(Cl)(Cl)Cl (stereo not drawn)	0.0	-2	-7	25	1	-3	2	0.75	-3

# Complete entries, quoted from the list:
# `CC(C)(C)NC(=O)NC(=O)CN1CCC(Cc2ccccc2)CC1` is entered as MPTP inh = -0.3; hIAP inh = 14; APOBEC3G inh = -2; mIAP inh = 0; hIAP activ = 0.86; beta cell repl = 0; APOBEC3A inh = -2; mIAP act = 1; ATG4B inh = -5
# `CCOc1ccc(NS(=O)(=O)c2cccc(C(=O)NCC3(N(C)C)CCCCC3)c2)cc1` is entered as MPTP inh = 0.9; hIAP inh = 1; APOBEC3G inh = -1; mIAP inh = -7; hIAP activ = 0.99; beta cell repl = -3; APOBEC3A inh = 4; mIAP act = 1.1; ATG4B inh = 9
